# TLR9-MyD88 block: inhibitors of human TLR9-MyD88 binding; CHO BLA complementation TLR9-MyD88, CCF4 FRET ratio; inhibition, % at 4.98 µM; 0.21% of 340,000 active;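 active means inhibition above the mean over all tested compounds plus 3 SD, cut at about 21% in these data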;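 further: 0% = DMSO only wells and 100% = clavulanate BLA inhibitor control wells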
# H9c2 protect: modulators protecting cardiomyocytes from myocardial damage; H9c2 cardiomyocytes, H2O2 injury protection, ATPLite, 2 h; protection from H2O2 cell death, % at 20 µM; AID 588492; 0.63% of 360,000 active;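 active means compounds giving at least 50% protection of heart cells from peroxide-induced death in the single-dose screen, raw or plate-pattern-corrected value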;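 further: 0% = DMSO wells with peroxide and 100% = DMSO wells without peroxide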
# SRC2 inh: inhibits human steroid receptor coactivator 2; HEK293 GAL4-SRC2 luciferase reporter, luminescence; Q15596; 0.17% of 370,000 active; inhibition, % at 9 µM;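 active means inhibition above the mean inhibition of all tested compounds plus 3 SD, set per campaign, cut at about 52% in these data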;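 further: 0% = DMSO treated cells and 100% = cells given Gossypol at 36 µM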
# ABCB6 inh 2: inhibitors of human ABC transporter ABCB6. Q9NP58. K562-ABCB6 porphyrin accumulation, flow cytometry, 1 h; stronger effect = lower value. fluorescence ratio to DMSO, % at 10 µM. 0.19% of 360,000 active. AID 602162;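 active means fluorescence ratio to DMSO below 75%, the collection mean minus 3 SD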;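 further: signal is porphyrin accumulated inside mitochondria; 100% equals median channel fluorescence of DMSO control wells; lower ratio means ABCB6 inhibition with less porphyrin fluorescence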
# Glyco luc inh: N-linked glycosylation inhibition. D54 ERlucT glycosylation luciferase reporter, 24 h; percent of 100 nM tunicamycin response. reporter increase, % at 12.5 µM. AID 588692. 0.23% of 360,000 active;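 active means mean luciferase reporter signal, scaled so untreated is 0 and the glycosylation-blocking control 100, at or above a set limit in every replicate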;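 further: luciferase carries N-glycosylation sites so blocking glycosylation raises the light; 0% = median of neutral control wells and 100% = median of 100 nM tunicamycin wells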
# HTR2A ag: activates the mouse 5-HT2A serotonin receptor; P35363; CHO-K1 mHTR2A beta-arrestin complementation, luminescence; percent of 30 µM serotonin response; activation, % at 7.6 µM; 0.66% of 360,000 active;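 active means activation above a run cutoff, the mean activation of all tested compounds plus 3 SD, cut at about 14% in these data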;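 further: 0% = plate median of compound wells and 100% = 30 µM serotonin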
# ABHD5 PLIN5 PPI: blocks binding of human ABHD5 to perilipin-5 | Split G. princeps luciferase complementation, luminescence, 4 h | 0.78% of 360,000 active | AID 602281 | inhibition, % at 4 µM;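 active means inhibition above the mean inhibition across every tested compound plus 3 SD, cut at about 22% in these data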;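 further: 0% = DMSO only wells and the 100% control is not disclosed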
# Target sequence (Q00G26 whole entry, looked up): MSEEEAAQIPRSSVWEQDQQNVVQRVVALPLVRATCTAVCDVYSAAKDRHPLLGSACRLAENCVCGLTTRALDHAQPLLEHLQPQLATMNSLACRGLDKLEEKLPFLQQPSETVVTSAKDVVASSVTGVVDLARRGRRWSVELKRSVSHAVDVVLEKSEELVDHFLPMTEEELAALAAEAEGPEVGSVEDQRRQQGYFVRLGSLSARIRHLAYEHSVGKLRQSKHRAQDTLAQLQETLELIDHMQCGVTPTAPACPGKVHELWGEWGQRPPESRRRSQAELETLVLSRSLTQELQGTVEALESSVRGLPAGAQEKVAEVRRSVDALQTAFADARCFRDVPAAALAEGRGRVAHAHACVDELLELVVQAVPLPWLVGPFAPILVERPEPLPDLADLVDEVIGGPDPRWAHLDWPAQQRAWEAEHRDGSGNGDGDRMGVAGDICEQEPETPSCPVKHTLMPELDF
# Target sequence (Q8WTS1 whole entry, looked up): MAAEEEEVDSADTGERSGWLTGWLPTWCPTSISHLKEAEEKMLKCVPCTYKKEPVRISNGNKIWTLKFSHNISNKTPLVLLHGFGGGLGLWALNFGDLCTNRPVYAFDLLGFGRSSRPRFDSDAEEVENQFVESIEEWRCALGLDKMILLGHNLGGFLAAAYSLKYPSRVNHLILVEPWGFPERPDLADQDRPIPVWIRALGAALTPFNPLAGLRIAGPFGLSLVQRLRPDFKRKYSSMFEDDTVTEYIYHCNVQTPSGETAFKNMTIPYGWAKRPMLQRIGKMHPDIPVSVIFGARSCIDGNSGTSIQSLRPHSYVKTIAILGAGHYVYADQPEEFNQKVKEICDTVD
# MC4R antag cAMP: human MC4R antagonism in cAMP assay; P32245; MC4R-expressing cells, MTII-stimulated cAMP, LANCE TR-FRET; inhibition, % at 6.5 µM; 0.48% of 360,000 active; AID 540295;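 active means inhibition above its plate's cutoff, the mean of tested wells on that plate plus 3 SD, cut at about 29% in these data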;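 further: 0% = Melanotan II alone and 100% = Melanotan II plus saturating MCL0020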
#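 system = U2OS cells with stable human MC4R expression | also added = Melanotan II challenge after compound preincubation | dosing = one concentration, 6.5 µM nominal | incubation = compound 30 min, challenge 1 h, detection 1 h | measured by = TR-FRET with Eu-cAMP and labeled anti-cAMP, 671 nm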
# MC4R barr agon: human MC4R agonism via beta-arrestin; U2OS MC4R beta-arrestin complementation, luminescence; percent of melanotan II response, DMSO zero; activation, % at 8.9 µM; 0.98% of 360,000 active; P32245;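 active means activation above a per-plate cutoff, the mean activation of sample wells on that plate plus 3 SD, cut at about 8% in these data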
# NOD2-RIPK2 inh: blocks binding of human NOD2 to RIPK2. 0.38% of 360,000 active. CHO BLA complementation NOD2-RIPK2, CCF4 ratio. O43353. inhibition, % at 4.98 µM. AID 624267; in the data active means inhibition above about 21%;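 further: 0% = vehicle only and 100% = reference blocker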
# Numbers without * were called inactive; . = not tested or not shown. An excerpt. The share of hits here may be higher or lower than overall.
SMILES,TLR9-MyD88 block,H9c2 protect,SRC2 inh,ABCB6 inh 2,Glyco luc inh,HTR2A ag,ABHD5 PLIN5 PPI,MC4R antag cAMP,MC4R barr agon,NOD2-RIPK2 inh
Cc1ccc(-n2c(C)c(C)c3c(NCCO)ncnc32)cc1,9,-1,-33,91,3,4,5,-9,0.8,0
CCCCOc1ccccc1C(=O)NNC(=S)NC(=O)c1ccccc1[N+](=O)[O-],3,18,-13,104,-2,-5,-4,3,-3.9,5
O=C(CNC(=O)c1cccs1)OCC(=O)c1ccc(Cl)cc1,-2,1,1,98,0,2,-2,6,-1.9,-2
COc1ccccc1OCCNC(=O)Cc1ccc(S(=O)(=O)N2CCOCC2)s1,0,3,-8,104,-1,0,6,-3,0.3,-11
COc1ccc2[nH]c3c(c2c1)CCn1c-3nc2ccccc2c1=O,8,-14,.,90,-12,4,-5,1,0.7,-10
CCn1c(O)c(C=NC2CCCC(C)C2C)sc1=S (configuration not stated),12,-4,-42,100,-6,0,-5,13,-1.8,-13
CC(=O)Nc1cc2nn(-c3ccccc3)nc2cc1Cl,1,-15,-82,89,-11,0,1,-5,-1.8,-9
CCCc1ccc(C(=O)/C=C/N(C)C)cc1,-7,-20,-15,97,-5,5,1,8,2.9,0
COC(=O)c1cc2occc2n1CC(=O)Nc1ccc(OC)c(OC)c1,-3,13,-14,97,0,-3,-4,6,3.9,11
CC(OC(=O)CNC(=O)c1ccc(Br)cc1)C(=O)NC1CCCCC1C (configuration not stated),3,-5,-8,98,3,-9,1,15,-4.0,-3
CCC(=O)Nc1ccc(C(=O)n2nc(C)cc2C)cc1,9,2,-16,97,3,1,-2,-3,-1.8,1
CCOc1ccccc1NC(=O)C(OC(=O)C1CC1)c1ccccc1 (configuration not stated),9,-5,11,97,-1,4,-2,3,1.7,-1
CCNC(=O)CN1C(=O)NC2(CCCCCC2)C1=O,-4,-1,6,96,3,2,-3,-6,1.2,-7
NC(=O)c1cccnc1Nc1ccccc1F,9,-7,-77,103,0,-9,2,-13,-0.1,-4
Cc1cc(C)nc(SCC(=O)c2cc3ccccc3oc2=O)n1,-7,-2,-35,103,7,-6,-3,8,-0.4,-4
Clc1cccc(Cl)c1C1Nc2cccc3cccc(c23)N1,-7,-14,25,128,-4,3,21,18,-0.2,12
CN(CCCC(=O)NCc1ccc2c(c1)OCO2)S(=O)(=O)c1ccc([N+](=O)[O-])cc1,0,0,2,99,2,1,0,6,-4.3,4
CC(C)C(=O)Nc1cccc(-c2nc3ccccc3o2)c1,-11,3,-11,92,3,2,-1,-2,-1.9,3
COc1cccc2sc(NNC(=O)C3COc4ccccc4O3)nc12 (configuration not stated),2,18,0,104,1,-2,-8,4,-2.6,-1
O=[N+]([O-])c1ccc(O)c(/C=N/Nc2ccccc2[N+](=O)[O-])c1,-6,-18,-34,95,-3,-3,6,-1,-2.5,-1
O=C(O)c1c(-c2ccccc2)c(-c2ccccc2)nc2ccccc12,6,7,3,101,1,5,-1,10,-2.6,9
COc1cc(C)nc(NC(=O)COc2ccc(Cl)cc2C)n1,1,-2,-10,98,-2,-1,-4,-6,4.4,1
O=C(OCC(=O)N1CCOCC1)c1cnc(Cl)c(Cl)c1,-3,0,3,94,0,-3,5,13,-2.3,1
O=C(O)c1cccc(Cn2cc(Cl)cn2)c1,4,-5,0,97,2,-1,1,-4,-0.5,-1
COCc1c(C(=O)OCc2nc(N)nc(Nc3ccccc3C)n2)oc2ccccc12,-6,11,-16,98,-7,0,-1,-7,-4.1,-6
CCC1(C(N)=O)CC2C=CC1C2 (configuration not stated),-13,0,3,97,2,2,2,-3,-0.7,-3
CSc1nc2nccc(-c3ccc4c(c3)OCO4)n2n1,-3,8,0,100,1,-3,7,4,3.0,-8
COc1ccccc1N(C)S(=O)(=O)c1ccc(C(=O)N(CC(N)=O)C(C)C)cc1,0,3,15,102,0,-8,-6,-3,-0.9,2
CCS(=O)(=O)Nc1ccc(C2=NN(C(=O)c3ccccc3)C(c3cccs3)C2)cc1 (configuration not stated),1,10,1,94,-4,-3,-7,5,-2.5,-17
CCOc1cc(CNCCc2ccc(S(N)(=O)=O)cc2)ccc1OCc1ccccc1,3,-12,-2,95,-2,-4,9,13,-1.1,-7
Cc1ccccc1CCN(C(=O)Cn1nnc2ccccc21)C(C(=O)NC(C)(C)C)c1ccsc1 (configuration not stated),5,15,11,95,11,0,7,-1,1.3,0
O=C(Nc1cccc(C(F)(F)F)c1)c1cc2c(s1)-c1ccccc1OC2,-4,-4,-7,90,1,-7,6,-5,0.1,-12
CCCOc1ccc(C(=O)OCC(=O)c2c(N)n(C)c(=O)n(C)c2=O)cc1OCC,0,-14,0,89,2,4,10,-8,4.4,2
Nn1c(SCC(=O)Nc2ccccc2C(F)(F)F)nncc1=O,5,-1,-15,106,5,-7,1,3,-5.5,-4
C[C@@H]1Cn2cnc(C(=O)NCc3ccc(CNC(=O)OC(C)(C)C)cc3)c2C(=O)N1,4,17,-30,98,-1,11,10,0,-0.4,-12
COCCNC(=O)/C(C#N)=C/c1nc(N(C)C)n(-c2ccc(F)cc2)c1Cl,11,1,6,99,-1,-7,-5,-8,-0.4,-2
CCCCCSc1nc2c(c(=O)[nH]c(=O)n2C)n1C(C)C,11,-14,1,100,3,7,3,-3,0.7,0
CCCCN(Cc1cc2cc(OC)ccc2[nH]c1=O)C(=O)COc1ccccc1,-5,15,-7,88,0,0,3,4,0.1,-12
CCOC(=O)CSc1nnc([C@H](Cc2ccccc2)NC(=O)OC(C)(C)C)o1,-6,0,4,99,6,3,7,15,-0.6,-9
CC1=C/C(=C(\c2ccc(O)c(C)c2)c2ccccc2S(=O)(=O)O)C=CC1=O,0,6,-4,103,0,5,1,24,-1.9,1

# No new results follow: 14 of the compounds above.
SMILES,TLR9-MyD88 block,H9c2 protect,SRC2 inh,ABCB6 inh 2,Glyco luc inh,HTR2A ag,ABHD5 PLIN5 PPI,MC4R antag cAMP,MC4R barr agon,NOD2-RIPK2 inh
O=C(O)c1cccc(Cn2cc(Cl)cn2)c1,4,-5,0,97,2,-1,1,-4,-0.5,-1
COCc1c(C(=O)OCc2nc(N)nc(Nc3ccccc3C)n2)oc2ccccc12,-6,11,-16,98,-7,0,-1,-7,-4.1,-6
CCC1(C(N)=O)CC2C=CC1C2 (configuration not stated),-13,0,3,97,2,2,2,-3,-0.7,-3
CSc1nc2nccc(-c3ccc4c(c3)OCO4)n2n1,-3,8,0,100,1,-3,7,4,3.0,-8
COc1ccccc1N(C)S(=O)(=O)c1ccc(C(=O)N(CC(N)=O)C(C)C)cc1,0,3,15,102,0,-8,-6,-3,-0.9,2
CCS(=O)(=O)Nc1ccc(C2=NN(C(=O)c3ccccc3)C(c3cccs3)C2)cc1 (configuration not stated),1,10,1,94,-4,-3,-7,5,-2.5,-17
CCOc1cc(CNCCc2ccc(S(N)(=O)=O)cc2)ccc1OCc1ccccc1,3,-12,-2,95,-2,-4,9,13,-1.1,-7
Cc1ccccc1CCN(C(=O)Cn1nnc2ccccc21)C(C(=O)NC(C)(C)C)c1ccsc1 (configuration not stated),5,15,11,95,11,0,7,-1,1.3,0
O=C(Nc1cccc(C(F)(F)F)c1)c1cc2c(s1)-c1ccccc1OC2,-4,-4,-7,90,1,-7,6,-5,0.1,-12
CCCOc1ccc(C(=O)OCC(=O)c2c(N)n(C)c(=O)n(C)c2=O)cc1OCC,0,-14,0,89,2,4,10,-8,4.4,2
Nn1c(SCC(=O)Nc2ccccc2C(F)(F)F)nncc1=O,5,-1,-15,106,5,-7,1,3,-5.5,-4
C[C@@H]1Cn2cnc(C(=O)NCc3ccc(CNC(=O)OC(C)(C)C)cc3)c2C(=O)N1,4,17,-30,98,-1,11,10,0,-0.4,-12
COCCNC(=O)/C(C#N)=C/c1nc(N(C)C)n(-c2ccc(F)cc2)c1Cl,11,1,6,99,-1,-7,-5,-8,-0.4,-2
CCCCCSc1nc2c(c(=O)[nH]c(=O)n2C)n1C(C)C,11,-14,1,100,3,7,3,-3,0.7,0

# Next part.
SMILES,TLR9-MyD88 block,H9c2 protect,SRC2 inh,ABCB6 inh 2,Glyco luc inh,HTR2A ag,ABHD5 PLIN5 PPI,MC4R antag cAMP,MC4R barr agon,NOD2-RIPK2 inh
COCc1nnc(NS(=O)(=O)c2ccccc2)s1,9,2,4,83,0,0,2,3,-2.0,6
COCCNC(=O)C(=O)N/N=C/c1cccs1,-1,12,-4,99,2,2,3,4,-2.4,-6
Cc1ccc(S(=O)(=O)N2CCN(C(=O)c3cc(=O)[nH]c4ccccc34)CC2)c(C)c1,-3,72*,-17,100,-5,-1,2,7,-0.8,-5
Cc1noc(C)c1CSc1nc2sc(C)c(C)c2c(=O)n1-c1ccccc1,-8,10,-3,103,-1,4,-7,7,11*,-9
CC(C(=O)N1c2ccc(F)cc2CCC1C)N1C(=O)c2ccccc2C1=O (configuration not stated),3,-4,-11,92,0,3,-2,14,2.0,8
Cc1nnc(NC(=O)CCCN2C(=O)c3ccccc3C2=O)s1,7,3,16,98,1,4,0,5,-1.6,-5
CCCCCCNS(=O)(=O)c1ccc(Cl)s1,-13,-15,15,101,-1,1,-11,-3,1.3,-1
CC(C)(C)C(=O)Nc1c2c(nn1-c1ccc(F)cc1)CSC2,5,0,2,104,1,0,1,2,-2.4,-14
O=S1(=O)C[C@@H](N2CCN(CCO)CC2)[C@H](COCc2ccccc2)N1,.,0,-4,101,2,8,10,.,.,-3
COc1ccc(C(=O)N2CCC(C(=O)Nc3ccc(OC)c(OC)c3)CC2)cc1,7,6,-14,98,3,3,-5,0,-1.8,-9
CCOC(=O)c1ccc(S(=O)(=O)NC2CCCCCCC2)n1C,6,-26,-1,98,-1,0,-6,-1,0.6,7
CN(C)S(=O)(=O)Nc1ccc(C(=O)O)cc1,-2,0,2,98,3,4,1,-5,-0.7,-20
c1ccc(-c2cn3nc(-c4ccccc4)c(-c4ccccc4)nc3n2)cc1,1,7,-16,111,-4,-1,5,-2,-0.9,3
COc1ccc(N=Nc2c(C)[nH]c3ccccc23)cc1,13,-8,-17,87,4,-3,6,3,0.8,-2
CC(C)NC(=O)c1cccc(Cn2cc(Cl)cn2)c1,-4,2,-29,99,-4,2,-3,2,0.6,-4
O=C(N/N=C/c1ccc([N+](=O)[O-])o1)C(O)c1ccccc1 (configuration not stated),-11,-1,-29,97,18,-2,4,-4,-0.1,-13
COCC1OS(=O)(=O)NC(CC(=O)SC(C)(C)C)C1C (configuration not stated),5,9,-12,100,-3,0,12,4,0.1,-3
Cc1ccc(OCC(=O)c2cc(C)n(C)c2C)c([N+](=O)[O-])n1,-6,5,16,100,-5,5,1,19,2.9,-22
NC(c1ccccc1)c1csc(NC(=O)NCCc2ccccc2)n1 (configuration not stated),.,12,24,89,-1,-9,-3,8,-0.6,7

# Screening data as filed in PubChem.
